TDP1 cell CPT = DT40-hTDP1 cell growth loss with CPT | chicken DT40 Tdp1-/-;hTDP1 cells + 20 nM CPT, ATP luminescence, 48 h | Potency, µM (doses to about 46.2 µM), for the others: top-dose activity change, negative = growth inhibition, hits mostly inhibitors | 420,000 tested, 12% active | AID 686979; also: nearly all actives have a fitted effect of over 55% in size
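Chicken DT40 Tdp1-/- cells stably complemented with human TDP1 were seeded at 400 cells/well in medium containing 20 nM camptothecin, exposed to pin-transferred compounds, and grown at 37 °C for at least 48 hr. Viability was read as ATP luminescence.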
N370S GC = inhibitors or activators of N370S glucocerebrosidase for Gaucher disease. N370S GC spleen homogenate, 4MU-glucoside fluorescence. P04062. AID 2101. Potency, µM (series often up to 59.4 µM), for the others: at the top dose activity change, negative = inhibition, usual class: inhibitors. 330,000 tested, 0.092% active;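 also: 0% = full enzyme activity and -100% = no enzyme basal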
FEN1 inhibitor = blocks human flap endonuclease 1; P39748; Recombinant FEN1 flap cleavage, fluorescence, 15 min; Potency, µM (highest dose often 114 µM), inactives show top-dose activity change, negative = inhibition, usual class: inhibitors; AID 588795; 390,000 tested, 0.35% active; also: nearly all actives have a fitted effect of over 65% in size
Target sequence (P39748 whole entry, looked up): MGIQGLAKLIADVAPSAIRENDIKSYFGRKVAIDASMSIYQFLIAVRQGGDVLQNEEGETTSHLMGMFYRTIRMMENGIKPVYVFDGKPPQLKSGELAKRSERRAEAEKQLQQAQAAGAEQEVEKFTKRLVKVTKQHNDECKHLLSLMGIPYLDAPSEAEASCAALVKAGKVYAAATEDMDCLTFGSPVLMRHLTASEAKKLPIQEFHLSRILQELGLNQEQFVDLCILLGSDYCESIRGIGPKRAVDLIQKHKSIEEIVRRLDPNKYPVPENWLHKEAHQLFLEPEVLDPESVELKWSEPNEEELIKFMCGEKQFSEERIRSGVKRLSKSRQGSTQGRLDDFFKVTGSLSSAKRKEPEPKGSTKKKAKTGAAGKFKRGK
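Read-out was taken twice, immediately and after 15 min, following addition of 50 nM substrate to 10 nM FEN1 that had sat with test compound for 15 min at room temperature. Curves came from a four-parameter Hill model.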
Numbers without * were called inactive; ? = inconclusive; . = no result given; & = joins results of further samples; [ ] = another dose, or the depositor's remark. Calls follow the shape of the dose curve; as a rule, active = well fitted curve in the direction sought with a large enough effect; inconclusive = small, poorly fitted or top-dose-only effect, or another doubt; inactive = no such curve, though single readings can be large; an effect the other way counts as inactive or inconclusive. Unless noted, % is scaled to controls: 0 for no effect and ±100 for the full control effect; potency is read from the fitted curve at half-maximal effect. Some of the compounds tested; rates above refer to the full screens.

The first 2 records, to show the layout:
canonical_smiles | TDP1 cell CPT | N370S GC | FEN1 inhibitor
COc1cc(C)nc(N2CCCC(C(=O)Nc3cccc(Cl)c3Cl)C2)n1 (stereo unspecified) | 4% | -1% | -16%
CN(C(=O)COC(=O)C12CC3CC(CC(Cl)(C3)C1)C2)C1(C#N)CCCCC1 | ? | . | -8%

Main list, from the first entry:
canonical_smiles | TDP1 cell CPT | N370S GC | FEN1 inhibitor
COc1cc(C)nc(N2CCCC(C(=O)Nc3cccc(Cl)c3Cl)C2)n1 (stereo unspecified) | 4% | -1% | -16%
CN(C(=O)COC(=O)C12CC3CC(CC(Cl)(C3)C1)C2)C1(C#N)CCCCC1 | ? | . | -8%
NC(=O)c1cc2ccccc2o/c1=N/NC(=O)c1cccc(Cl)c1 | ? | -11% | 17%
COc1ccc(NS(=O)(=O)c2ccc3oc(=O)ccc3c2)cc1 | ? | 3% | 3%
O=S(=O)(NCCc1csc(-c2cccc(F)c2)n1)c1cc(F)ccc1F | ? | . | -16%
Cc1cc2oc(=O)c(CC(=O)NCCCO)c(C)c2c2occ(C(C)(C)C)c12 | ? | 1% | -16%
O=C(Nc1ccccc1)N(CCc1nc2ccccc2[nH]1)C1CCCC1 | -5% | 7%[2.35 µM] | -4%
Cc1cc(C)cc(NC(=O)NCc2c(-c3ccccc3)noc2C)c1 | 1% | 6% | 1%
C=CCc1c(C)c(C#N)c2nc3ccccc3n2c1N1CCCCC1 | 12% | ? | 5%
COCCN(C(=O)CCC(=O)Nc1cc(C)on1)C(C(=O)NC(C)(C)C)c1ccccc1Cl (stereo unspecified) | 10% | -18% | 12%
Cc1ccc(NC(=O)CSc2nnc(Cc3csc(C)n3)o2)c(C)c1 | 8% | 4% | -3%
O=C(O/N=C/c1ccc(Cl)cc1)C1CCCCC1 | -2% | -3% | 1%
CN1C(=O)CSC1=S | -5% | 0% | 22%
COc1ccc(NC(=S)N2CCCN(Cc3cc(C)ccc3C)C2)cc1 | ? | -1% | -17%
CC(C)CCSc1nc(N)c(C#N)cc1C#N | ? | 1% | -7%
Cc1cc(C)c(Cn2c3ccccc3c3cnn(CC(=O)NCc4ccccn4)c(=O)c32)c(C)c1 | 21µM* | 1% | -1%&-5%
CCOC(=O)c1cccnc1SCC(=O)Nc1ccc(C)cc1C | ? | . | 3%
O=C(NCCCN1CCCC1=O)c1ccc(OC(F)(F)F)cc1 | 12% | 7% | -1%
COc1ccccc1C(=O)NCCn1cc(SCC(=O)NCc2ccco2)c2ccccc21 | -19% | 5% | -9%
COCCCn1cnc2c(c1=O)c1nc3ccccc3nc1n2CCc1ccccc1 | ? | 0% | 8%
O=C(CCN1C(=O)/C(=C/c2ccccc2F)SC1=S)Nc1ccccn1 | -17% | 2% | 5%
O=C(Nc1ccncc1)C1CCN(S(=O)(=O)c2cccc(C(F)(F)F)c2)CC1 | ? | . | 17%
COc1nc(C#N)nc(N(C)C)n1 | ? | 26% | -4%&-2%
Cc1onc(-c2ccccc2Cl)c1C(=O)Nc1ccccc1N1CCOCC1 | ? | 14% | -1%
Cc1nnc2sc(SCC(=O)Nc3ccc(Cl)cc3)nn2c1=O | -7% | -10% | 16%
c1ccc(CCCCN2CCN=C2Nc2ccccc2)cc1 | ? | -4% | -13%
Cc1cccc(N2CCN(C(=O)c3c(C)oc4nc(C)nc(N5CCCC5)c34)CC2C)c1 (stereo unspecified) | ? | . | -4%
CC(C)CCNC(=O)COc1ccc(C(=O)c2ccccc2)cc1 | 18µM* | -7% | -19%
COc1cc(/C=N/Nc2ccc(Cl)nn2)cc(OC)c1O | 12% | -7% | -21%
O=C(C[n+]1ccc(/C=C/c2ccccc2)cc1)c1ccc2c(c1)OCCO2 | ? | -16% | -13%
CSc1ccccc1NC(=O)c1ccc(C)o1 | -19% | 1% | -2%
CC(C)[C@H]1C=C(C(=O)O)O[C@@H](OCc2ccc(CO)cc2)C1 | 0% | -11% | -18%
Cc1ccc(S[C@@H](CCN2CC[C@H](C)CCC2=O)c2ccccc2)cc1 | ? | 9% | -2%&-29%
CCCCc1nc(Cl)c(C#N)c2c1CCC2 | -17% | 3% | -6%
Cc1ccc(Cn2c(C3CCCN3c3nc(C)cs3)nc3cc(C(=O)NCCCO)ccc32)cc1 (stereo unspecified) | -15% | . | -1%
COc1cccc(-c2nc(S(=O)(=O)c3ccc(C)cc3)c(NCc3ccccc3)o2)c1 | 16µM* | . | 13%
Cc1cc(C)c2oc(=O)cc(CN3CCCCC3)c2c1 | -10% | 3% | 17%
CC1CCN(S(=O)(=O)N2CCCC(C(=O)NCc3ccccc3Cl)C2)CC1 (stereo unspecified) | -19% | -3% | -5%
CCOC(=O)C1=C(C)N(CCCC(=O)O)C(=O)NC1c1ccc([N+](=O)[O-])cc1 (stereo unspecified) | 3% | -3% | -4%
CN(CC(=O)Nc1cccc(F)c1)C(=O)c1ccc(S(=O)(=O)N2CCCC2)cc1 | -2% | . | 1%
Oc1cccc(Nc2nc(-c3ccccc3Cl)nc3ccccc23)c1 | 16µM* | 1µM* | -31%
CCn1c2ccccc2c2cc(/C=N/NC(=O)c3ccc(O)cc3)ccc21 | 23µM* | 8% | 4%
CCN(CC)CC(C(=O)N(CC)CC)P(=O)(c1ccccc1)c1ccccc1 (stereo unspecified) | 21% | -10% | 2%
Cc1ccc(OCCCC(=O)NNC(=O)c2ccncc2)cc1 | 4% | 5% | -4%
NC(=O)c1c(NC(=O)Cn2cnc([N+](=O)[O-])n2)sc2c1CCCC2 | ? | -7% | -15%
O=S(=O)(c1ccc(Br)cc1)n1ccc2ccccc21 | 13µM* | 14% | 3%
O=C(NCCOc1ccc2ccccc2c1)c1cncc(Br)c1 | -9% | -1% | 22%
Cc1ccc(C)c(NC(=O)CCC(=O)N2CCOc3ccccc32)c1 | -3% | -3% | 4%
O=S(=O)(c1ccc(Cl)cc1)N1CCN2CCCC2C1 (stereo unspecified) | 2% | -5% | 2%
Cc1cccc2sc(N(Cc3cccnc3)C(=O)CCS(=O)(=O)c3ccccc3)nc12 | 2.9µM* | . | 9%
COc1ccc(C(=O)Nc2c(C)cc(C)cc2C)cc1OC | ? | -4% | 22%
O=C(/C=C/c1ccccc1)NC(=S)Nc1ccc2c3c(cccc13)CC2 | ? | 4% | -2%
Cc1ccc(-n2nc3c(c2NC(=O)c2cccs2)CSC3)cc1 | ? | -2% | 1%
Cc1nn2c(C)c(C(=O)N3CCN(c4ccccc4)CC3)cnc2c1-c1ccccc1 | ? | . | 8%
CCNc1ncc2ncc(=O)n(CCOC)c2n1 | ? | ? | .
CC(C)CC(=O)Nc1ccc(C(=O)Nc2cccc(O)c2)cc1 | ? | 1% | -10%

More entries follow.
canonical_smiles | TDP1 cell CPT | N370S GC | FEN1 inhibitor
COc1ccc(/C=N/NC(=O)c2ccoc2C)cc1O | 4% | -5% | 7%
Cc1ccc(N2C(=O)N(CC(=O)Nc3ccc(C)c(C)c3)C(=O)C2C)cc1 (stereo unspecified) | -11% | -7% | -12%
CC(C)(Oc1cccc2ccccc12)C(=O)O | 7% | -1% | 0%
CC(C)C[C@H]1CNC(=S)N1CC1CCCN1C[C@H](CC(C)C)N1C[C@H](Cc2ccc(O)cc2)N(CC2CCCCCC2)C1=S (stereo partly specified) | 23µM* | . | -4%
O=S(=O)(c1ccccc1)c1cnn2c(C(F)(F)F)cc(-c3ccc(F)cc3)nc12 | -10% | 4% | -2%
Cc1cc2c(n1-c1ccc(C(=O)NCCc3ccc(Cl)cc3)cc1)CCCC2 | ? | . | 9%
CC1CN(C(=O)COC(=O)COc2ccc(C#N)cc2)CC(C)O1 (stereo unspecified) | -5% | 2% | 5%
O=C(OCC(=O)N1CCCC1)c1ccc(Cl)c([N+](=O)[O-])c1 | 2% | -3% | 13%
COc1cc(OC)c(S(=O)(=O)Nc2ccc(C)cn2)cc1NC(C)=O | 0% | 4% | -1%
N#Cc1c(N)n(CCNC(=O)c2cccs2)c2nc3ccccc3nc12 | -3% | ? | -17%
Cn1c(=O)[nH]c(=O)c2c1nc(N1CCOCC1)n2Cc1ccccc1 | ? | . | 16%
CO/N=C/c1ccc(N2CCCC2)c([N+](=O)[O-])c1 | 2% | 3% | -15%
Cc1ccc(-c2c(C(=O)N/N=C/c3cccs3)nnn2-c2nonc2N)cc1 | -14% | -24% | -17%
O=C(NC(Cc1ccccc1)C(=O)N1CCCCC1)c1ccccc1 (stereo unspecified) | 1% | -6% | 5%
O=C(Nc1ccccc1Cl)OCc1cncs1 | -29% | 24% | 6%
COc1cccc(C(=O)NCCc2csc(-c3ccc(Cl)cc3)n2)c1 | 16µM* | . | -16%
Cc1ccc(S(=O)(=O)N(C)c2ccc(OCC(=O)OCc3c(C)noc3C)cc2)cc1 | -14% | 2% | -11%
Cc1ccc(CN2CCC(CNC(=O)c3cnn(-c4ccccc4)c3C3CCN(C(=O)OC(C)(C)C)CC3)CC2)cc1 | 15µM* | . | 0%
COCCN(CC(=O)Nc1ccccc1C(F)(F)F)C(=O)/C=C/c1cc(Cl)c2c(c1)OCO2 | ? | . | -7%
O=C(Nc1ccccc1)c1nc[nH]c1C(=O)N1CCc2ccccc2C1 | -15% | . | 8%
CC(=O)Nc1ccc(NC(=O)CCC(=O)Oc2ccc(C)cc2)cc1 | 8% | 6% | 18%
COc1cc([C@@H]2c3cc4c(cc3[C@@H](O)[C@H]3COC(=O)[C@H]23)OCO4)cc(OC)c1O[Si](C)(C)C(C)(C)C | 13µM* | 5% | -24%
CC(C)(C)OC(=O)N[C@@H](Cc1c[nH]c2ccccc12)c1nnc(SCC(N)=O)o1 | ? | 9% | 7%
O=C(CN(C1CCCCC1)S(=O)(=O)c1ccccc1)N1CCCC1 | -30% | 5% | 12%

The closing 7 entries of the part before open the next one:
canonical_smiles | TDP1 cell CPT | N370S GC | FEN1 inhibitor
Cc1ccc(CN2CCC(CNC(=O)c3cnn(-c4ccccc4)c3C3CCN(C(=O)OC(C)(C)C)CC3)CC2)cc1 | 15µM* | . | 0%
COCCN(CC(=O)Nc1ccccc1C(F)(F)F)C(=O)/C=C/c1cc(Cl)c2c(c1)OCO2 | ? | . | -7%
O=C(Nc1ccccc1)c1nc[nH]c1C(=O)N1CCc2ccccc2C1 | -15% | . | 8%
CC(=O)Nc1ccc(NC(=O)CCC(=O)Oc2ccc(C)cc2)cc1 | 8% | 6% | 18%
COc1cc([C@@H]2c3cc4c(cc3[C@@H](O)[C@H]3COC(=O)[C@H]23)OCO4)cc(OC)c1O[Si](C)(C)C(C)(C)C | 13µM* | 5% | -24%
CC(C)(C)OC(=O)N[C@@H](Cc1c[nH]c2ccccc12)c1nnc(SCC(N)=O)o1 | ? | 9% | 7%
O=C(CN(C1CCCCC1)S(=O)(=O)c1ccccc1)N1CCCC1 | -30% | 5% | 12%
CCCn1c(SCC(=O)NC)nnc1C(C)C | -4% | -19% | -2%
CCOc1nc(-c2ccccc2O)nc2ccccc12 | -1% | ? | -19%
C/C(=N/NC(=O)c1ccc(Cn2cccn2)o1)c1cccc(NC(=O)c2ccncc2)c1 | 5% | -2% | -2%
Cc1nn2c(-c3ccc(F)cc3)ccnc2c1Cl | -9% | 2% | -3%
COc1ccc(CNC(=O)Cc2ccc(NC(=O)C3=C(C)OCCS3)cc2)cc1 | 2.3µM* | -4% | -16%
CN1CCN(S(=O)(=O)c2ccc(NC(=S)NC(=O)C3CCCC3)cc2)CC1 | -1% | -18% | 1%
Cc1cccc(Nc2nc(N)nc(CN3CCN(C)CC3)n2)c1 | 7% | -6% | -11%
O=C1CCN(Cc2ccccc2)C=C1c1ccc2ccccc2c1 | -30% | . | -25%
NC1CCN(c2c(F)cc3c(=O)c(C(=O)O)cn(C4CC4)c3c2Cl)C1 (stereo unspecified) | 7.3µM* | -4% | 32µM*
CCC(C(=O)NC1CCCC1)N(C(=O)Cn1nnc(-c2ccc(C)o2)n1)c1cccc(OC)c1 (stereo unspecified) | 13% | 5% | 4%
CCOc1cc2[nH]c(=O)n(CCC(=O)NCCc3ccccc3)c(=O)c2cc1OCC | -15% | 1% | -9%
O=[N+]([O-])c1cc(S(=O)(=O)N2CCCC2)ccc1N/N=C1/CCCc2ccccc21 | ? | 14% | 4%
CCOC(=O)CC1C(=O)NCCN1c1nc2ccc(C)cn2c(=O)c1/C=C1\SC(=S)N(CC(C)C)C1=O (stereo unspecified) | ? | 16% | -13%

High-throughput results deposited in PubChem BioAssay by National Center for Advancing Translational Sciences (NCATS).
